Source: PubChem (several laboratories)
Bcl-B Bim block = disrupts Bim peptide binding to human Bcl-B; bead-based flow cytometry; inhibition, % at 10 µM; 190,000 compounds, 0.073% hits; AID 951;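 also: 0% = tracer peptide without compound and 100% = reference inhibitor peptide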
Target sequence (Q9HD36 whole entry, looked up): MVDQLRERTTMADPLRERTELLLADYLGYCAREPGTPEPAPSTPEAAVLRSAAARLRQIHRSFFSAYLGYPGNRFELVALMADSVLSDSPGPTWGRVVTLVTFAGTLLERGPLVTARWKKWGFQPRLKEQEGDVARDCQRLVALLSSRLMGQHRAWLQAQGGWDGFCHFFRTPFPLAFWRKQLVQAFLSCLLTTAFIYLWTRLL
Bim-Bfl-1 = human Bim-Bfl-1 interaction inhibition | inhibition, % at 10 µM | Bead-based flow cytometry, Bim-Bfl-1 binding inhibition | Q16548 | 190,000 compounds, 0.12% hits;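 also: 0% = wells without compound plus tracer and 100% = blocker peptide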
Mcl1-Noxa inh = Mcl-1/Noxa interaction inhibition; TR-FRET Mcl-1/Noxa peptide binding, 2 h; inhibition, % at 21.7 µM; 220,000 compounds, 1.5% hits; AID 1022;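 active = compounds that cut the protein-peptide binding signal by more than 50% relative to plate controls in a single-dose test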;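 also: His-tagged Mcl-1 with rhodamine Noxa BH3 peptide and terbium anti-His antibody; 0% = Mcl-1 plus Noxa peptide wells and 100% = peptide-only wells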
Bcl-XL Bim block = disrupts Bim peptide binding to human Bcl-XL. Q07817. bead flow cytometry, fluorescence. inhibition, % at 10 µM. 190,000 compounds, 0.04% hits. AID 1007
RGS8-Gao = human RGS8-Galphao interaction regulation; response (percent of control binding), % at 10 µM; 220,000 compounds, 0.34% hits; multiplexed bead flow cytometry, RGS8-Galphao binding; actives lie on both sides; AID 1423; in the data active = response below about 60% or above about 140%; inactive = in between;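 also: Galphao activated as the GDP aluminium fluoride complex binding bead-coupled RGS8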
Target sequence (P09471 whole entry, looked up): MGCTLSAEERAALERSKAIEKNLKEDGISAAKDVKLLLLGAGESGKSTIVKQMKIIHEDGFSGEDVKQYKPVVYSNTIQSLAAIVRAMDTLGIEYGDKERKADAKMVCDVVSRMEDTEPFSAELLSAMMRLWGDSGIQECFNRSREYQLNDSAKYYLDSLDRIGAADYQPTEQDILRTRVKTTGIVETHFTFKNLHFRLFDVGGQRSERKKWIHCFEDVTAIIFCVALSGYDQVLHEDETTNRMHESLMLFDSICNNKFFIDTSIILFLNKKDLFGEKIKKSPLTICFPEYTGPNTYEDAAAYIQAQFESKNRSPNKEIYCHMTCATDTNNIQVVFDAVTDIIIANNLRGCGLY
Bcl-W Bim block = disrupts Bim peptide binding to human Bcl-W | bead-based flow cytometry | inhibition, % at 10 µM | 190,000 compounds, 0.02% hits | AID 952;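 also: 0% = bound tracer without compound and 100% = peptide blocker; higher means less fluorescent Bim peptide bound to Bcl-W beads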
Target sequence (Q92843 whole entry, looked up): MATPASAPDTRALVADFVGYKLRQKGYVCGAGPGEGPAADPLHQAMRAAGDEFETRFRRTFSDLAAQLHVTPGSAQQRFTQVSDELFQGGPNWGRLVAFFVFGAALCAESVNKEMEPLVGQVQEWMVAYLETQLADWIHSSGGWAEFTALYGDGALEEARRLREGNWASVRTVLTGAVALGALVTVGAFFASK
Bcl-2 Bim block = inhibitors of Bim-Bcl-2 interaction, human; P10415; Bead-based flow cytometry, Bim peptide-Bcl-2 binding; inhibition, % at 10 µM; 190,000 compounds, 0.06% hits; AID 950; in the data active = inhibition above about 40%; inconclusive = no clear call, values can overlap the other calls;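 also: 0% = no compound wells with probe peptide and 100% = reference peptide inhibitor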
RGS7-Gao reg = modulates binding of RGS7 to human Galphao. P09471. Multiplexed bead flow cytometry; actives lie on both sides. binding response (% of control), % at 10 µM. 220,000 compounds, 0.35% hits. AID 1439; in the data active = binding response below about 49% or above about 150%; inconclusive = no clear call, values can overlap the other calls; inactive = in between;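 also: fluorescent Galphao held in activated GDP-AlF4 state binding bead-coupled RGS7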
Mcl-1 Bim block = inhibitors of Bim-Mcl-1 interaction, human | Q07820 | Bead-based flow cytometry, Bim peptide-Mcl-1 binding | inhibition, % at 10 µM | 190,000 compounds, 0.1% hits | AID 1009;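 also: 0% = no compound tracer wells and 100% = peptide blocker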
Mcl1 Bid PPI = disrupts binding of human Mcl-1 to Bid peptide; Q07820; TR-FRET Mcl-1/Bid-Dy647 peptide binding, 1536-well; inhibition, % at 21.7 µM; 220,000 compounds, 0.97% hits; AID 1021;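 active = compounds that cut the binding signal by more than half at the single screening dose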;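 also: His-tagged Mcl-1 with europium anti-His antibody binding Bid BH3 peptide; 0% = Mcl-1 plus peptide wells and 100% = peptide-only wells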
RGS4-Gao reg = human RGS4-Galphao interaction regulation; Multiplexed bead flow cytometry, RGS4-Galphao binding; actives lie on both sides; binding response (% of control), % at 10 µM; 220,000 compounds, 0.33% hits; in the data active = binding response below about 49% or above about 150%; inactive = in between;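 also: fluorescent Galphao activated with aluminum fluoride binding bead-coupled RGS4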
* hit, by the source's call; ? = inconclusive; . = no result given. Rule as the data show it, unless noted: active = inhibition above about 40%.

No.	mol	RGS4-Gao reg	Bim-Bfl-1	Mcl-1 Bim block	Bcl-B Bim block	RGS8-Gao	Bcl-2 Bim block	Mcl1-Noxa inh	Bcl-XL Bim block	Mcl1 Bid PPI	Bcl-W Bim block	RGS7-Gao reg
1	O=C(c1cc(Cl)ccc1Cl)N1CCN(c2ccccn2)CC1	100	-8	0	-6	100	-5	6	-3	-7	0	93
2	CC(C)CCn1c(=O)c2ccccc2n2c(CN3CCOCC3)nnc12	105	-9	0	-7	108	0	-7	-2	-4	-2	102
3	COc1ccccc1N(CC(=O)NC(C)C)S(=O)(=O)c1cccs1	95	-6	-4	-6	99	-6	-11	-5	-6	-2	97
4	Cc1noc(N)c1C1(O)C(=O)N(C(C)C)c2ccccc21 (centres undefined)	101	-3	1	-2	103	-3	-16	-2	-13	-1	101
5	Cc1ccc(-c2csc(N(Cc3ccco3)C(=O)c3cccs3)n2)cc1	103	0	0	0	102	-3	-5	0	-10	0	104
6	[N-]=[N+]=CC(=O)CNC(=O)[C@@H](Cc1ccccc1)N1C(=O)c2ccccc2C1=O	104	-6	3	-4	104	-1	1	-1	-24	0	106
7	CCCCCCN1N=C(C)C(C(=O)c2ccc(Cl)cc2)C1=O (centres undefined)	101	10	-1	5	100	7	23	0	16	-5	100
8	CCCOc1ccc(OCCOCCNCc2ccccc2)cc1	100	-16	-3	-8	103	-8	39	-8	29	-3	101
9	Cc1ccc(-n2cc(CNCCc3cscn3)c(-c3ccc(F)cc3)n2)cc1	92	-4	-1	-2	98	1	12	-2	-16	0	93
10	O=C(NCCc1ccccc1)c1nc(-c2cccs2)no1	97	-5	-2	-6	99	-4	18	-4	-18	-4	?
11	CS(=O)(=O)N1CCSC1c1ccc(Br)cc1 (centres undefined)	100	.	.	.	100	.	5	.	-13	.	?
12	Cc1ccc(-n2cc3ccc([N+](=O)[O-])cc3n2)cc1	90	-1	-5	-15	96	-14	1	1	-5	-3	94
13	COc1ccc(NC(=O)CN(C)Cc2c(F)cccc2Cl)cc1S(=O)(=O)N1CCCCC1	104	-7	1	0	104	-2	-14	-3	-19	0	103
14	COc1ccc(CCNC(=O)C2CCCN(S(=O)(=O)c3cnc[nH]3)C2)cc1OC (centres undefined)	96	-2	-1	0	101	1	19	-4	-10	-4	90
15	Cc1ccc(OCC(=O)Nc2ccc3c(c2)OCO3)cc1C	99	-4	3	-2	96	-1	-2	0	-30	0	94
16	Cc1ccccc1-n1c(=O)cc(NCC2CCCO2)[nH]c1=O (centres undefined)	99	-1	-3	-1	102	13	-4	-4	-19	-2	99
17	CCOC(=O)c1c(-c2ccc(C)cc2)csc1NC(=O)C1CC=CCC1C(=O)O (centres undefined)	102	-2	-2	-2	100	-2	10	0	-29	-1	104
18	O=C1CSC2(CCCCC2)N1CCO	98	-14	1	-7	97	-5	14	-8	-13	4	96
19	Cn1c(=O)c2c(-c3ccccc3)n(-c3ccccc3O)cc2n(C)c1=O	100	0	-2	-2	104	0	-8	-3	-46	0	100
20	COc1ccc(OC)c(S(=O)(=O)N2Cc3ccccc3CC2C(=O)Nc2nccs2)c1 (centres undefined)	103	-11	-2	-9	103	-12	10	-3	9	4	100
21	CCOc1ccccc1NC(=O)CC1Nc2ccccc2NC1=O (centres undefined)	95	1	1	0	100	-2	20	1	-25	0	100
22	Cn1ncc(C#N)c1NC(=O)C1CC(c2ccccc2Cl)=NO1 (centres undefined)	107	.	.	.	102	.	6	.	-24	.	?
23	COc1ccc(CNC(=O)CN(C(=O)c2ccc(CN3CCOCC3)o2)C2CCCC2)cc1	100	-19	-6	-9	101	-9	14	-12	-14	-6	102
24	O=C(NC1CCCCC1)c1ccc(S(=O)(=O)N2CCCC2)cc1	101	-4	-1	-6	102	-2	-19	-5	-6	-4	101
25	CC(=O)C1=C(O)C(=O)N(c2nnn(C)n2)C1c1cccs1 (centres undefined)	106	-9	0	-4	105	-8	24	-4	-34	-1	110
26	COCCN(C(=O)Cc1cccs1)C(C(=O)NC1CCCC1)c1cc(OC)c(OC)c(OC)c1 (centres undefined)	106	-4	-1	-1	101	0	11	-1	-17	-3	98
27	C/C(=N\NC(=O)CSc1nnc(C)s1)c1ccc(O)cc1	103	1	0	-1	110	0	-9	2	-45	2	106
28	O=c1[nH]c(SCc2cccc(Cl)c2)nc2[nH]ncc12	108	-2	-2	-11	114	-4	1	-4	-5	-2	110
29	Cc1cc(Br)ccc1OCCCCNC(C)(C)C	91	0	-1	0	101	1	8	-3	27	-2	92
30	O=C(Cc1c(F)cccc1Cl)Nc1ccc(-n2cnnn2)cc1	97	-3	-2	-5	100	-2	20	-1	-9	-3	95
31	COc1cc(C(=O)NNC(=S)NC(=O)c2ccc3c(c2)OCO3)cc(OC)c1OC	106	.	.	.	102	.	-138	.	-112	.	?
32	COc1ccccc1NC(=O)CN(Cc1ccco1)C(=O)c1cccs1	99	-5	-1	-5	99	-5	5	5	-14	0	98
33	CCCNC(=O)c1ccc2c(=O)c(O)c(-c3ccc(Cl)c([N+](=O)[O-])c3)[nH]c2c1	85	.	.	.	94	.	5	.	-91	.	?
34	Clc1ccc(-c2nnc(-c3ccco3)o2)cc1	103	-1	0	-1	99	0	-7	-4	2	-1	98
35	CCOC(=O)c1nc(C)[nH]c1C(=O)OCC	107	-14	1	-4	102	-5	5	-2	4	1	103
36	Cc1nc(SCC(=O)N2CCOCC2)c2c(=O)n(C)c(=O)n(C)c2n1	99	.	.	.	102	.	-6	.	-22	.	?
37	CC1=C(C(=O)NC(C)c2ccc3c(c2)OCCO3)C2(CCC(C)CC2)OC1=O (centres undefined)	98	-9	-6	-8	99	-7	2	-13	-6	-4	101
38	OCCn1c(C(F)(F)F)nc2ccccc21	98	3	0	2	97	-7	-4	1	-6	3	99
39	CCCCNC(=O)CC1SC(=NCC)N(CC)C1=O (centres undefined)	105	-12	-1	-5	100	-8	-1	-17	-11	-1	104
40	CCOC(=O)c1ccc(N2CN=C3SCC(=O)N3C2)cc1	96	-5	-1	-2	99	-3	7	-2	-6	0	95
41	CCc1ccc(/C=C2/Sc3ccccc3N(CC(=O)NCCCOC)C2=O)cc1	90	2	-1	3	96	-3	2	3	-6	5	98
42	Cc1ccc(Oc2ccccc2/C=C/C(=O)O)cc1	109	0	1	0	109	3	25	1	-6	0	104
43	Cc1ccc(N=Cc2c(O)n(-c3cc(Cl)ccc3N3CCOCC3)c(=O)c3ccccc23)cc1C	100	-14	-5	-11	99	-11	-3	-8	-24	-5	101
44	N#Cc1ccc(OCC(=O)NCCc2ccccn2)cc1	106	-1	-65	-19	100	0	-24	0	-70	-6	103
45	N#CC(=C1Nc2ccccc2N1)S(=O)(=O)c1ccccc1	98	2	12	1	101	-2	13	-1	-3	0	95
46	Cc1cc(OCc2nc(-c3cccnc3)no2)c(C)cc1Br	99	-19	-4	-9	99	-11	-6	-10	-37	-6	97
47	CC(C)CCn1cnc2c(cnn2-c2ccc(F)cc2)c1=O	103	-2	-2	-1	101	0	8	1	-9	-1	96

Some values from the results shown:
Bcl-XL Bim block with no. 3 : -5
Bcl-W Bim block with no. 29 : -2
Mcl-1 Bim block with no. 24 : -1
Bcl-XL Bim block with no. 21 : 1

Part of the list above in another layout.
Sequence of screens: RGS4-Gao reg | Bim-Bfl-1 | Mcl-1 Bim block | Bcl-B Bim block | RGS8-Gao | Bcl-2 Bim block | Mcl1-Noxa inh | Bcl-XL Bim block | Mcl1 Bid PPI | Bcl-W Bim block | RGS7-Gao reg
[41] CCc1ccc(/C=C2/Sc3ccccc3N(CC(=O)NCCCOC)C2=O)cc1
→ 90 | 2 | -1 | 3 | 96 | -3 | 2 | 3 | -6 | 5 | 98
[42] Cc1ccc(Oc2ccccc2/C=C/C(=O)O)cc1
→ 109 | 0 | 1 | 0 | 109 | 3 | 25 | 1 | -6 | 0 | 104
[43] Cc1ccc(N=Cc2c(O)n(-c3cc(Cl)ccc3N3CCOCC3)c(=O)c3ccccc23)cc1C
→ 100 | -14 | -5 | -11 | 99 | -11 | -3 | -8 | -24 | -5 | 101
[44] N#Cc1ccc(OCC(=O)NCCc2ccccn2)cc1
→ 106 | -1 | -65 | -19 | 100 | 0 | -24 | 0 | -70 | -6 | 103
[45] N#CC(=C1Nc2ccccc2N1)S(=O)(=O)c1ccccc1
→ 98 | 2 | 12 | 1 | 101 | -2 | 13 | -1 | -3 | 0 | 95
[46] Cc1cc(OCc2nc(-c3cccnc3)no2)c(C)cc1Br
→ 99 | -19 | -4 | -9 | 99 | -11 | -6 | -10 | -37 | -6 | 97
[47] CC(C)CCn1cnc2c(cnn2-c2ccc(F)cc2)c1=O
→ 103 | -2 | -2 | -1 | 101 | 0 | 8 | 1 | -9 | -1 | 96

Record cards (already shown). Order of values: RGS4-Gao reg	Bim-Bfl-1	Mcl-1 Bim block	Bcl-B Bim block	RGS8-Gao	Bcl-2 Bim block	Mcl1-Noxa inh	Bcl-XL Bim block	Mcl1 Bid PPI	Bcl-W Bim block	RGS7-Gao reg
Results for `CCOC(=O)c1ccc(N2CN=C3SCC(=O)N3C2)cc1` = 96	-5	-1	-2	99	-3	7	-2	-6	0	95
Results for `Cc1ccc(Oc2ccccc2/C=C/C(=O)O)cc1` = 109	0	1	0	109	3	25	1	-6	0	104
Results for `N#CC(=C1Nc2ccccc2N1)S(=O)(=O)c1ccccc1` = 98	2	12	1	101	-2	13	-1	-3	0	95
Results for `Cc1ccc(N=Cc2c(O)n(-c3cc(Cl)ccc3N3CCOCC3)c(=O)c3ccccc23)cc1C` = 100	-14	-5	-11	99	-11	-3	-8	-24	-5	101
